CD40 NFkB inh: CD40 pathway inhibition in BL2 cells; BL2 NF-kB luciferase reporter, CD40L-induced, 4 h; inhibition, % at 10 µM; 83,000 compounds, 0.94% hits; AID 1053188;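 active = mean inhibition of at least 50% with a set share of replicates also reaching that level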;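 note: 0% = neutral control wells and 100% = IKK inhibitor VII at 50 µM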
The depositor's hits bear a star; [ ] = dose if it differs, or a comment. Some of the compounds tested; rates above refer to the full screens.

mol | CD40 NFkB inh
COc1ccc(-c2csc(N3CCC(c4ccccc4)CC3)n2)cc1 | 8
CC(=O)c1ccc(S(=O)(=O)N2CCCC(N(C)CCc3ccccc3)C2)cc1 (stereo unspecified) | 2
O=C(c1cc(COc2c(F)cccc2F)on1)N(Cc1ccccc1)CC1CC1 | -25
CC(=O)c1ccc(NC(=O)CCCC(=O)c2ccccc2)cc1 | -20
COc1cc(/C=C2\SC(=S)N(CCCCC(=O)O)C2=O)ccc1OS(=O)(=O)c1ccc(C)cc1 | 18
O=S(=O)(NCC1CCCO1)c1ccc2oc3ccc(S(=O)(=O)NCC4CCCO4)cc3c2c1 (stereo unspecified) | 23
Cc1cc(C)n(-c2ccc(C(=O)OCC(=O)N(CC(C)C)C3CCS(=O)(=O)C3)cc2)n1 (stereo unspecified) | 6
CN(C(=O)Nc1ccc(Cl)cc1)c1c2c(nn1C)CCCC2 | 9
O=C(Cc1cccs1)N(Cc1ccco1)C1(C(=O)NC2CCCC2)CCCCC1 | 7
O=C(NC12CC3CC(CC(C3)C1)C2)N1CCN(c2ncccn2)CC1 | -4
CCCNC(=O)CCNC(=O)c1ccc(C(C)(C)C)cc1 | 13
O=C(CCCCCN1C(=O)c2cccc3cccc(c23)C1=O)N1CCOCC1 | 9
c1ccc(CSc2ncn(-c3ccccc3)n2)cc1 | 3
COc1ccccc1OCc1nc(C#N)c(NCc2ccco2)o1 | -21
O=C(NCc1cccnc1)c1cccnc1-c1nc2ccccc2s1 | 13

3 compounds from above, sorted by the number in CD40 NFkB inh, largest number first.
compound	CD40 NFkB inh
COc1ccc(-c2csc(N3CCC(c4ccccc4)CC3)n2)cc1	8
O=C(Cc1cccs1)N(Cc1ccco1)C1(C(=O)NC2CCCC2)CCCCC1	7
COc1ccccc1OCc1nc(C#N)c(NCc2ccco2)o1	-21

More structures
mol | CD40 NFkB inh
CSc1ccc(S(=O)(=O)NCC(=O)OCC(=O)NCCc2ccccc2)cc1[N+](=O)[O-] | -3
CCN1[C@@H]2Cn3c(ccc(-c4cccnc4)c3=O)[C@H]1[C@@H](C(=O)NC1CCCCC1)[C@@H]2CO | 3
COc1ccc(N2CCN(C(=O)COC(=O)c3cccc(S(=O)(=O)Nc4ccccc4OC)c3)CC2)cc1 | 10
C[C@H](CO)N1C[C@H](C)[C@H](CN(C)S(=O)(=O)c2ccc(C#N)cc2)OCc2ccccc2-c2c(n(C)c3ccccc23)C1=O | 6
COc1ccccc1C(=O)Nc1ccc(S(=O)(=O)N2CCCC2)cc1 | 3
CCCC#Cc1ccc([C@H]2[C@H](C#N)N(S(C)(=O)=O)[C@H]2CO)cc1 | 1[25 µM]
COC(=O)[C@@H](NC(=O)Nc1cc(Cl)ccc1C)C(C)C | -2
O=C(NCCCN1CCCC1=O)c1cc2nc(-c3ccco3)cc(C(F)(F)F)n2n1 | 4
CC(=O)N1CC2(C1)[C@H](c1ccc(-c3cccc(C#N)c3)cc1)[C@@H](CO)N2CCC(F)(F)F | -4[25 µM]
CCOc1ccc(OCCC(=O)OCC(=O)NCCc2ccc(S(N)(=O)=O)cc2)cc1 | 6
O=C(C[C@@H]1C[C@H]2c3cc(NC(=O)c4ccc5c(c4)OCO5)ccc3O[C@H]2[C@H](CO)O1)NCC(F)(F)F | -1[25 µM]
CCOc1ccc(OCCC(=O)OCC(=O)N2CCN(S(=O)(=O)c3ccc(C)cc3C)CC2)cc1 | -12
Fc1ccc(CN2C3CN(CC(F)(F)F)CC2C3c2ccc(Br)cc2)cc1 (stereo unspecified) | -4
NC(Cc1ccccc1)C(O)(c1ccccc1)c1ccccc1 (stereo unspecified) | 12
CC[C@@H]1C/C=C\C[C@H](c2ccc(OC)cc2OC)NC(=O)[C@H](C)CC(=O)N1 | -2[25 µM]
Cc1nonc1N1CCN(Cc2cn[nH]c2-c2ccc3c(c2)OCO3)CC1 | 3
N/C(=N/OC(=O)c1ccccc1F)c1nonc1N | -46
C[C@@H]1CN([C@@H](C)CO)C(=O)c2ccccc2-c2ccccc2CO[C@H]1CN(C)Cc1cccc(C(=O)O)c1 | 4[25 µM]
Nc1cc(S(=O)(=O)N2CCOCC2)ccc1N1CCCCC1 | 6
CN1c2ccc(C#Cc3cccnc3)cc2[C@H]2[C@H](CCN2C(=O)C2CCCC2)[C@H]1CO | 4
CO[C@H]1CN(C)C(=O)c2ccc(NC(=O)Nc3ccccc3Cl)cc2OC[C@H](C)NC[C@@H]1C | 27[25 µM]
CCC(C)[C@H](NC(=O)NCc1cccc(OC)c1)C(=O)OC (stereo partly specified) | 14
CNC[C@H]1Oc2ccccc2C(=O)N(C)C[C@H]1C | -4
C=CCN1C(=O)c2ccc(C(=O)N(CC)CC(=O)Nc3cc(Cl)ccc3C)cc2C1=O | 4
O=C(CNC(=O)C1CCCCC1)NCCCO | 8
C[C@@H]1CN([C@H](C)CO)C(=O)c2cccc(NC(=O)Nc3ccc(F)cc3)c2O[C@H]1CN(C)C(=O)Nc1ccc2c(c1)OCO2 | -7
CCOc1ccc(S(=O)(=O)NCCC(=O)NCCCSc2ccccc2)cc1 | -5
CC(C)(C)C1CCc2onc(C(=O)NC3CCCC3)c2C1 (stereo unspecified) | 2
C/C=C/c1ccccc1[C@H]1[C@@H](C#N)N(C(=O)CN2CCOCC2)[C@H]1CO | 1[25 µM]
C[C@@H]1CN([C@@H](C)CO)C(=O)CCCn2nncc2CO[C@H]1CN(C)Cc1ccc(Cl)c(Cl)c1 | 7[25 µM]
Cc1cc(C(=O)CN2C(=O)NC3(CCCC3)C2=O)c(C)n1-c1ccc2c(c1)OCO2 | -26
COC(=O)CN(C#N)c1nc(C)cc(C)n1 | 7
CC(C)C#Cc1ccc([C@@H]2[C@@H](CO)N3C(=O)CN(S(=O)(=O)c4ccccc4)C[C@@H]23)cc1 | 6[25 µM]
CC(=O)Nc1ccc(N2S(=O)(=O)c3ccccc3S2(=O)=O)cc1 | -2
CNC(=O)c1nc[nH]c1C(=O)NC | 4
CS(=O)(=O)N1CCC(C(=O)N2CCN(C(c3ccccc3)c3ccccc3)CC2)CC1 | -5
CCCCNC(=S)N1CCN(c2nc3ccccc3s2)CC1 | 6
CCCCCn1c(Sc2ncccn2)nc2c1c(=O)[nH]c(=O)n2C | 2
C[C@H](O)C#Cc1ccc([C@H]2[C@H](CO)N3CCCCN(C(=O)c4ccc5c(c4)OCO5)C[C@@H]23)cc1 | 2[25 µM]
Cc1nc(SCC#N)c2c(C)c(C)sc2n1 | -13
C[C@H]1CN(C)C(=O)c2cccnc2O[C@H]1CN(C)C | 16
O=S(=O)(c1ccc2ccccc2c1)N1CCN(S(=O)(=O)N2CCCCC2)CC1 | 15
O=C(Nc1ccc(N2CCOCC2)cc1N1CCOCC1)c1ccco1 | 0
Cc1ccccc1NC(=O)c1ccc(CSc2ncccn2)cc1 | -51
CCN(C(=O)CN1C(=O)c2ccc([N+](=O)[O-])cc2C1=O)C1CCS(=O)(=O)C1 (stereo unspecified) | 22

The list goes on.
SMILES,CD40 NFkB inh
Cn1c(=O)c2cc(S(=O)(=O)NCCC(=O)NCCC3=CCCCC3)ccc2n(C)c1=O,4
O=c1[nH]cnc2nc(-c3ccccc3)c(-c3ccccc3)nc12,13
COc1ccc(NC(=O)c2cccc(Oc3ccccc3)c2)cn1,-44
COc1ccc(S(=O)(=O)Nc2cccc3c2O[C@@H](CN(C)C(=O)Nc2cccc4ccccc24)[C@@H](C)CN([C@H](C)CO)C3=O)cc1,-8[25 µM]
O=C(NCCCN1CCOCC1)c1cccc(S(=O)(=O)N2CCc3ccccc32)c1,2
C[C@H]1CN([C@@H](C)CO)C(=O)CCCn2cc(nn2)CO[C@H]1CN(C)C(=O)CCC(F)(F)F,10[25 µM]
CSc1ccc(/C=C/C(=O)OCC(=O)NC2CC2)cc1,-15
CS(=O)(=O)Nc1ccc2c(c1)[C@@H]1C[C@@H](CC(=O)NCc3ccncc3)O[C@@H](CO)[C@@H]1O2,2[25 µM]
O=C(NCC(c1cccs1)N1CCc2ccccc21)c1ccccc1 (stereo unspecified),6
COC(=O)c1cc2occc2n1Cc1ccc(Cl)cc1,5
O=C1CC(c2ccc(F)cc2)Cc2nc(N3CCN(c4ccccc4)CC3)ncc21 (stereo unspecified),5
COc1ccc(NC(=O)N(C)C[C@H]2OCCCC[C@@H](C)Oc3ccc(NC(=O)NC4CCCCC4)cc3C(=O)N([C@H](C)CO)C[C@@H]2C)cc1,-1
CCC(C(=O)Nc1cnccn1)c1ccccc1 (stereo unspecified),16
CO[C@@H]1CN(C)C(=O)c2cc(NC(=O)Nc3c(C)noc3C)ccc2OC[C@H](C)NC[C@@H]1C,-4[25 µM]
COc1ccc(-c2nc3c(c(=O)[nH]c(=O)n3Cc3ccccc3)n2C)cc1,-8
O=C(NCc1ccc2c(c1)OCO2)c1ccc(-c2ccc(Cl)cc2)o1,6
O=C(N[C@@H]1CC[C@@H](CCn2cc(C3(O)CCCC3)nn2)O[C@H]1CO)C1CCCC1,-2
Cc1ccc(S(=O)(=O)N(C)C[C@@H]2Oc3cc(C#CC4CCCC4)ccc3S(=O)(=O)N([C@H](C)CO)C[C@@H]2C)cc1,18[25 µM]
O=C(/C=C\Nc1ccccc1Br)c1ccc2c(c1)OCO2,57*
CC1(C(=O)NCc2cccs2)Cc2c(-c3ccc(C(N)=O)cc3)ccnc2O1 (stereo unspecified),7
CC(C)(C)OC(=O)N1CC(O)CC1C(=O)OCC(=O)c1ccc(Cl)cc1 (stereo unspecified),10
COc1ccc(N(CC(=O)N2CCN(c3ccccc3F)CC2)S(=O)(=O)c2c(C)n[nH]c2C)cc1,10
CCn1c(COc2ccccc2)nnc1SCc1ccc(C#N)cc1,4
Cc1ccc(C)c(N2N=C(C(=O)OCC(=O)N(C)c3ccccc3)CCC2=O)c1,5
CC(=O)Nc1cc2c(cc1C(=O)C(C)C)OCCO2,5
CC(C)Oc1ccc(CNC(=O)C2CCCN(S(=O)(=O)N3CCOCC3)C2)cc1 (stereo unspecified),-6
COc1ccc(C(=O)N/N=C(\CCC(=O)O)c2ccc(C(C)(C)C)cc2)cc1OC,-4
COCCNC(=O)c1cccc(C)c1[N+](=O)[O-],2
CC(=O)N1N=C(c2ccc(C(C)(C)C)cc2)OC1(C)C,4
COc1ccccc1C1CCCN1Cc1nc(-c2cc3c(cc2Cl)OCO3)oc1C (stereo unspecified),7
Cc1cc(C(=O)NC2Cc3ccccc3C2)c(C)o1,-16
CC(=O)N1CCN(C(=O)c2cc3c(s2)CCC(C)C3)CC1 (stereo unspecified),10
COc1ccc2oc(=O)c(-c3nc(C)cs3)cc2c1,-200
COc1cccc(NC(=O)Nc2ccc3c(c2)C(=O)N(C)C[C@H](OC)[C@@H](C)CN[C@@H](C)CO3)c1,-10[25 µM]
CCN(CC(=O)NC1CCS(=O)(=O)C1)S(=O)(=O)c1ccc2ccccc2c1 (stereo unspecified),18
CN(C)/C=N/c1sc2c(c1C#N)CCCCC2,-41
Cc1noc(C)c1NC(=O)N(C)C[C@H]1OCc2ccccc2-c2ccccc2C(=O)N([C@@H](C)CO)C[C@@H]1C,-19[25 µM]
COc1ccccc1CN1C[C@@H]2C[C@@H](c3ccccc3OC)N3CCC[C@@]23C1=O,5
O=C(C1CC1)N1CCN(c2ccc([N+](=O)[O-])cc2-n2cccc2)CC1,-8
O=C(CCN1C(=O)c2ccccc2S1(=O)=O)Nc1ccc2c(c1)OCCO2,-19
CCN(c1ccccc1)S(=O)(=O)c1ccc(C(=O)N2CCN(c3ccccc3)CC2)cc1,0
C/C=C/c1ccccc1[C@@H]1[C@H](C#N)N(c2nc(CC)cs2)[C@H]1CO,-5[25 µM]
COCC#Cc1ccc([C@H]2[C@@H](CO)N3C(=O)CN(C(=O)Nc4ccccc4F)C[C@H]23)cc1,-8[25 µM]
O=C1CSC(=S)N1N=Cc1ccc(Cl)cc1Cl,4
O=C(CCc1nc2ccccc2c(=O)[nH]1)NNC(=O)c1ccc(Cl)cc1,-3
O=C(O)c1cc(=O)[nH]c2c(Cl)cccc12,-8
CCN1CCN(CCCNC(=O)c2cc3cc4ccc(OC)cc4nc3o2)CC1,-26
O=C(Cn1c(=O)[nH]c2ccccc2c1=O)Nc1ccc2c(c1)OCCO2,10
O=C(C[C@@H]1C[C@@H]2c3cc(NC(=O)Nc4ccccc4F)ccc3O[C@@H]2[C@@H](CO)O1)NC1CCCCC1,-9[25 µM]
C[C@H]1CN([C@@H](C)CO)S(=O)(=O)c2ccc(Br)cc2O[C@H]1CN(C)C(=O)Nc1ccccc1F,-7[25 µM]

Following part:
SMILES,CD40 NFkB inh
C[N+](C)(C)CCCN1C(=O)CCCC1=O,7
O=C(NCC1CCCCC1)c1cc([N+](=O)[O-])ccc1N1CCOCC1,-26
CN1c2ccc(-c3ccccc3)cc2[C@@H]2[C@@H](CCN2C(=O)NC2CCCCC2)[C@@H]1CO,14[25 µM]
C[C@@H]1CN([C@@H](C)CO)C(=O)CCCn2cc(nn2)CO[C@H]1CN(C)Cc1ccccc1C(F)(F)F,0[25 µM]
CN(C(=O)CSc1nnc(-c2ccco2)n1Cc1ccccc1)C1CCS(=O)(=O)C1 (stereo unspecified),0
CCN1Cc2cc(C(=O)Nc3nccs3)nc(-c3cccc(C4=CCCC4)c3)c2[C@H]1CCO,-13[25 µM]
COc1ccc(N2CC(C(=O)N[C@@H](C)C(=O)NCCc3ccccc3)CC2=O)cc1 (stereo partly specified),-10
CCOc1ccc(N)cc1OC,-24

7 entries drawn at random from the list so far:
SMILES,CD40 NFkB inh
COc1ccc(N2CC(C(=O)N[C@@H](C)C(=O)NCCc3ccccc3)CC2=O)cc1 (stereo partly specified),-10
CCOc1ccc(N)cc1OC,-24
CCN1Cc2cc(C(=O)Nc3nccs3)nc(-c3cccc(C4=CCCC4)c3)c2[C@H]1CCO,-13[25 µM]
C[C@@H]1CN([C@@H](C)CO)C(=O)CCCn2cc(nn2)CO[C@H]1CN(C)Cc1ccccc1C(F)(F)F,0[25 µM]
CN(C(=O)CSc1nnc(-c2ccco2)n1Cc1ccccc1)C1CCS(=O)(=O)C1 (stereo unspecified),0
C[N+](C)(C)CCCN1C(=O)CCCC1=O,7
CN1c2ccc(-c3ccccc3)cc2[C@@H]2[C@@H](CCN2C(=O)NC2CCCCC2)[C@@H]1CO,14[25 µM]
